Screening results (PubChem)
KCNK9 block: blocks the human KCNK9 two-pore domain potassium channel. Q9NPC2. HEK293 KCNK9, FluxOR thallium flux fluorescence; active compounds read low. 1.2% of 310,000 active. B-score at 10 µM;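 active = ratio B-score over 3 SD below the library mean, with starting fluorescence within 5 SD of its mean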;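 also: negative B-score means less thallium flux so channel inhibition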
GSK3A inh: blocks human GSK-3 alpha kinase; P49840; ADP-Glo luminescence, 60 min; inhibition, % at 10 µM; 0.1% of 320,000 active; AID 2650;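 in the data active = inhibition above about 50%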;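 also: GST-tagged GSK-3 alpha with peptide substrate and 25 µM ATP; 0% = DMSO neutral wells and 100% = GW8510 positive control wells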
Target sequence (P49840 whole entry, looked up): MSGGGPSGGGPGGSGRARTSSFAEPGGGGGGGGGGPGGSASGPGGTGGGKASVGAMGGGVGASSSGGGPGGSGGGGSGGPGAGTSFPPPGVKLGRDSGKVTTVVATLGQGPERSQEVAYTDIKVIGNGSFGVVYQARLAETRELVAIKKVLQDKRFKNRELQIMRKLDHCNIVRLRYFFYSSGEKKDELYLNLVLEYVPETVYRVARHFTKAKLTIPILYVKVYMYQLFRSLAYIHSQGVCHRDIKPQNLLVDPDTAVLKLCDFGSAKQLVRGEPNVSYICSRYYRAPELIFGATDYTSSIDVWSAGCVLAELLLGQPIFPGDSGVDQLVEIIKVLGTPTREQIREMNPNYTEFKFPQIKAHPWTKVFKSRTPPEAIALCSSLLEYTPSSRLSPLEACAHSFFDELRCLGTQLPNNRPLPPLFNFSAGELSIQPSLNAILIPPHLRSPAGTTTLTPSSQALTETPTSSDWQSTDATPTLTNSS
KCNQ1 act: human KCNQ1 channel potentiation or activation; P51787; CHO-K1 KCNQ1, thallium flux FluxOR fluorescence; active compounds read high; B-score at 10 µM; 0.35% of 310,000 active; AID 2648;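 active = fluorescence ratio B-score, a plate-corrected score, at least three library SD, with initial intensity B-score within 5 SD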
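Test system: CHO-K1 cells stably expressing KCNQ1 / Medium: assay buffer / Also added: depolarizing K+/Tl+ stimulus, K2SO4 and Tl2SO4 each 12.5 mM in 5x stock / Incubation: 90 min dye loading and 20 min compound exposure, both at room temperature / Signal: thallium influx via FluxOR fluorescence, kinetic imaging / Evaluation: B score of baseline-normalized fluorescence ratio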
RGS4 act: RGS4 potentiation or activation; HEK293 M3R/inducible RGS4, carbachol calcium flux Fluo4; active compounds read low; B-score at 10 µM; 0.92% of 310,000 active; AID 463111;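 active = B-score of the integrated calcium signal more than 4 SD below the library mean, with starting fluorescence not abnormally high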;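 also: negative B-score means reduced calcium response which marks RGS4 activation or potentiation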
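test system = HEK293 cells with stable M3R and inducible RGS4 | schedule = recording 10 s baseline at 1 Hz, 100 s post-agonist | technique = Fluo4-AM (2 µM) calcium-flux fluorescence, kinetic read | measure = Agonist-evoked peak-minus-minimum fluorescence over baseline, integrated ratio, B score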
RGS4 block: inhibitors of human RGS4 | P49798 | HEK293 M3R/RGS4 inducible, Fluo-4 calcium flux; active compounds read high; triggered by carbachol at its EC20 | B-score at 10 µM | 0.45% of 310,000 active;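 active = B-score, a plate-corrected calcium signal, over three deviations above library mean, with baseline fluorescence within five deviations of library mean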;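 also: RGS4 expression induced by doxycycline in cells with stable M3 receptor; B-score is computed from the integrated fluorescence ratio over baseline after carbachol; higher B-score means a larger calcium signal and so more RGS4 inhibition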
GSK3beta inhib: human GSK3beta kinase inhibition; 0.038% of 300,000 active; P49841; GST-GSK3beta kinase, ADP-Glo luminescence, 60 min; active compounds read low; activity score (negative = inhibition), % at 10 µM;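 active = more than half of replicate wells score below -50%, meaning over 50% inhibition versus plate controls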;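 also: 0% = median DMSO wells and -100% = median GW8510 positive control wells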
Target sequence (P49841 whole entry, looked up): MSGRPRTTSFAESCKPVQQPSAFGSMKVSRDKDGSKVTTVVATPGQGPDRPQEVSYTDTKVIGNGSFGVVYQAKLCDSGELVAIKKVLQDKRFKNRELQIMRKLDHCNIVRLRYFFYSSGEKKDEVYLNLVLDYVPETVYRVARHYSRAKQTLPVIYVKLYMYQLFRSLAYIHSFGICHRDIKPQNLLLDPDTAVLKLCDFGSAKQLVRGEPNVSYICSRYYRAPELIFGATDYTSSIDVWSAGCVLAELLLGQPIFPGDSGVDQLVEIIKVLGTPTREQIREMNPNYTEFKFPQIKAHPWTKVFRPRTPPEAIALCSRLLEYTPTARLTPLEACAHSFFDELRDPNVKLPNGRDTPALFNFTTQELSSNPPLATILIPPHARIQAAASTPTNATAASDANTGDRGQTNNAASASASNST
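Assay system: GST-tagged human GSK3beta kinase, cell-free; Input: 1.6 ng GSK3beta; Medium: Tris/MgCl2 kinase buffer; Timing: 60 min enzyme reaction, room temperature; Signal: ADP-Glo luminescence quantifying ADP generated by kinase; Evaluation: score relative to plate controls; Benchmarks: DMSO neutral wells and GW8510 at 20 µM as positive.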
KCNQ1 inh: human KCNQ1 channel inhibition; P51787; CHO-K1 KCNQ1, FluxOR thallium flux fluorescence; active compounds read high; 1.3% of 310,000 active; B-score at 10 µM; AID 2642;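 active = compounds whose thallium flux B-score, printed positive for inhibition, exceeds three library SD while starting fluorescence stays within three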;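 also: channel opened by potassium depolarization with thallium stimulus after 20 min compound exposure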
PolyA inhibitor: inhibitors of polyadenylation in S. cerevisiae; S. cerevisiae SKY197-pL101 polyadenylation reporter, beta-gal luminescence; efflux-impaired pdr1/pdr3 knockout yeast; score 100 = 6 SD above DMSO; calls only at 12 µM; 0.02% of 300,000 active;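 active = lowest replicate activity score at least 50, where 100 means six control SD above control mean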;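 also: yeast exposed to compound for 9 h at 30 °C; higher score means more reporter readthrough which indicates perturbed polyadenylation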
KCNK3 block: human KCNK3 channel inhibition, primary screen; AID 602410; CHO-KCNK3 thallium flux, FluxOR fluorescence; active compounds read low; O14649; B-score at 10 µM; 0.84% of 340,000 active;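 active = B-score under library mean minus 4 SD, starting fluorescence ratio at most library mean plus 5 SD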;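 also: more negative B-score means stronger inhibition of thallium flux through KCNK3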
DYRK1A inh: inhibitors of rat Dyrk1A kinase | Q63470 | ADP-Glo luminescence, NFATc1 peptide | inhibition, % at 12.5 µM | 0.43% of 310,000 active | AID 504441; in the data active = inhibition above about 50%;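 also: plate controls were vehicle with enzyme for no effect and no enzyme for full effect; many of its hits are not listed in these tables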
hERG rescue: shields human hERG channel from block by proarrhythmic agents | activation (rescue from dofetilide block), less the hit threshold, % at 10 µM | Q12809 | CHO-hERG, FluxOR thallium flux, dofetilide IC70 present | 0.51% of 310,000 active;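 active = activation above the mean of controls blocked by dofetilide plus 5 SD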;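 also: thallium influx through hERG after potassium depolarization seen as dye fluorescence rise; in these data hits start at about 4.7%; inactives centre near -7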
* marks the source's active call; other numbers are inactive results. This is a subset; count on the stated rates, not on these rows.

For CCNc1nc(NCC)n2c(SCC(=O)Nc3ccc(C)c(C)c3)nnc2n1 the results were KCNK9 block inactive, KCNQ1 act inactive, RGS4 act inactive, RGS4 block inactive, GSK3beta inhib -3.8, KCNQ1 inh inactive, PolyA inhibitor inactive, KCNK3 block inactive, DYRK1A inh -0.4 and hERG rescue -1.5.
`O=C(OCc1ccccc1)C1CCCN1C(=O)c1cccs1` (stereo not drawn) gave KCNK9 block inactive, GSK3A inh 1.1, KCNQ1 act inactive, RGS4 act inactive, RGS4 block inactive, GSK3beta inhib 1.7, KCNQ1 inh inactive, PolyA inhibitor inactive, KCNK3 block inactive, DYRK1A inh 12.5 and hERG rescue -7.0.
O=C(NCCc1ccccc1)C1CCC(Cn2c(=O)c3ccccc3n(Cc3cccc(Cl)c3)c2=O)CC1 (stereo not drawn) was read as KCNK9 block inactive, GSK3A inh -1.5, KCNQ1 act inactive, RGS4 act inactive, RGS4 block inactive, GSK3beta inhib -1.1, KCNQ1 inh inactive, PolyA inhibitor inactive, KCNK3 block inactive, DYRK1A inh -0.9 and hERG rescue -9.9.
For Cc1c(C(=O)N2CCCCCC2)nnn1-c1nonc1N the results were KCNK9 block inactive, KCNQ1 act inactive, RGS4 act inactive, RGS4 block inactive, GSK3beta inhib -5.0, KCNQ1 inh inactive, PolyA inhibitor inactive, KCNK3 block inactive, DYRK1A inh 2.0 and hERG rescue -1.3.
CS(=O)(=O)N(CC(=O)N1CCc2ccccc2C1)c1ccccc1Br was read as KCNK9 block inactive, GSK3A inh 4.1, KCNQ1 act inactive, RGS4 act inactive, RGS4 block inactive, GSK3beta inhib 3.9, KCNQ1 inh inactive, PolyA inhibitor inactive, KCNK3 block inactive, DYRK1A inh -0.7 and hERG rescue -7.4.
For O=C(Cn1cncn1)NCCC(c1ccccc1)c1ccccc1 the results were KCNK9 block inactive, GSK3A inh -2.5, KCNQ1 act inactive, RGS4 act inactive, RGS4 block inactive, GSK3beta inhib 0.3, KCNQ1 inh inactive, PolyA inhibitor inactive, KCNK3 block inactive, DYRK1A inh -3.9 and hERG rescue -9.4.
Screening Nc1nonc1C(=O)N/N=C/c1ccc(Br)o1 returned KCNK9 block inactive, GSK3A inh 2.1, KCNQ1 act inactive, RGS4 act inactive, RGS4 block inactive, GSK3beta inhib -7.5, KCNQ1 inh inactive, PolyA inhibitor inactive, KCNK3 block inactive, DYRK1A inh 0.8 and hERG rescue -10.8.
Screening O=C(O)CCCC(=O)Nc1nncs1 returned KCNK9 block inactive, GSK3A inh -2.5, KCNQ1 act inactive, RGS4 act inactive, RGS4 block inactive, GSK3beta inhib 1.8, KCNQ1 inh inactive, PolyA inhibitor inactive, KCNK3 block inactive, DYRK1A inh 1.1 and hERG rescue -10.4.
Cc1ccc(CC(=O)NC2CCN(Cc3ccccc3)CC2)cc1 was read as KCNK9 block inactive, GSK3A inh 1.6, KCNQ1 act inactive, RGS4 act inactive, RGS4 block inactive, GSK3beta inhib 0.1, KCNQ1 inh inactive, PolyA inhibitor inactive, KCNK3 block inactive, DYRK1A inh 4.5 and hERG rescue -8.8.
Screening Cc1cc(Nc2nn(C)c(N)c2C#N)ccc1F returned KCNK9 block inactive, GSK3A inh -1.4, KCNQ1 act inactive, RGS4 act inactive, RGS4 block inactive, GSK3beta inhib -3.5, KCNQ1 inh inactive, PolyA inhibitor inactive, KCNK3 block inactive, DYRK1A inh 1.0 and hERG rescue -4.5.
For O=C(CN(C(=O)c1csnn1)c1ccc(F)c(Cl)c1)NCc1ccccc1 the results were KCNK9 block inactive, GSK3A inh 1.0, KCNQ1 act inactive, RGS4 act inactive, RGS4 block inactive, GSK3beta inhib 1.9, KCNQ1 inh inactive, PolyA inhibitor inactive, KCNK3 block inactive, DYRK1A inh 0.1 and hERG rescue -8.2.
Screening CCOc1c2ccoc2nc2c(OC)c(OC)ccc12 returned KCNK9 block inactive, GSK3A inh 1.6, KCNQ1 act inactive, RGS4 act inactive, RGS4 block inactive, GSK3beta inhib 1.2, KCNQ1 inh inactive, PolyA inhibitor inactive, KCNK3 block inactive, DYRK1A inh 5.9 and hERG rescue -7.0.
CC(=O)c1c(C)nc(-c2ccccc2)nc1N was read as KCNK9 block inactive, GSK3A inh 8.5, KCNQ1 act inactive, RGS4 act inactive, RGS4 block inactive, GSK3beta inhib 0.7, KCNQ1 inh inactive, PolyA inhibitor inactive, KCNK3 block inactive, DYRK1A inh 9.2 and hERG rescue -7.0.
For CCC(=O)c1ccc(OCC(O)CN2CCN(c3ccc(F)cc3)CC2)cc1 (stereo not drawn) the results were KCNK9 block inactive, GSK3A inh -1.5, KCNQ1 act inactive, RGS4 act inactive, RGS4 block inactive, GSK3beta inhib -2.3, KCNQ1 inh inactive, PolyA inhibitor inactive, KCNK3 block inactive, DYRK1A inh 2.7 and hERG rescue -10.0.
`CC(OC(=O)c1ccncc1)C(=O)Nc1cccc(Cl)c1` (stereo not drawn) gave KCNK9 block inactive, GSK3A inh -0.4, KCNQ1 act inactive, RGS4 act inactive, RGS4 block inactive, GSK3beta inhib -1.9, KCNQ1 inh inactive, PolyA inhibitor inactive, KCNK3 block inactive, DYRK1A inh 2.6 and hERG rescue -6.6.
For COc1cc(OC)cc(N2CCN(S(=O)(=O)c3ccc(-n4cnnn4)cc3)CC2)c1 the results were KCNK9 block inactive, GSK3A inh 0.7, KCNQ1 act inactive, RGS4 act inactive, RGS4 block inactive, GSK3beta inhib -0.8, KCNQ1 inh inactive, PolyA inhibitor inactive, KCNK3 block inactive, DYRK1A inh -8.5 and hERG rescue -6.8.
`CCN1C(=O)N(CC)C(O)(c2ccccc2)C1(O)c1ccccc1` (stereo not drawn) gave KCNK9 block inactive, GSK3A inh -0.4, KCNQ1 act inactive, RGS4 act inactive, RGS4 block inactive, GSK3beta inhib 6.9, KCNQ1 inh inactive, PolyA inhibitor inactive, KCNK3 block inactive, DYRK1A inh -4.0 and hERG rescue -2.2.
Cc1ccc2c(c1)c(-c1csc(N)n1)c(C)n2C was read as KCNK9 block inactive, GSK3A inh -1.0, KCNQ1 act inactive, RGS4 act inactive, RGS4 block inactive, GSK3beta inhib 0.7, KCNQ1 inh inactive, PolyA inhibitor inactive, KCNK3 block inactive, DYRK1A inh -3.5 and hERG rescue -3.2.
Screening CNc1oc(Cc2ccccc2)nc1S(=O)(=O)c1ccc(Cl)cc1 returned KCNK9 block inactive, GSK3A inh 0.7, KCNQ1 act inactive, RGS4 act inactive, RGS4 block inactive, GSK3beta inhib 0.6, KCNQ1 inh inactive, PolyA inhibitor inactive, KCNK3 block inactive, DYRK1A inh 4.5 and hERG rescue -8.3.
For COc1cccc(C2=NN(C(C)=O)C(c3cccs3)C2)c1 (stereo not drawn) the results were KCNK9 block inactive, GSK3A inh 0.4, KCNQ1 act inactive, RGS4 act inactive, RGS4 block inactive, GSK3beta inhib -2.5, KCNQ1 inh inactive, PolyA inhibitor inactive, KCNK3 block inactive, DYRK1A inh 2.4 and hERG rescue -4.6.
For CCC(/C=N/NC(=O)CCCCC(=O)N/N=C/C(CC)CC)CC the results were KCNK9 block inactive, GSK3A inh -2.5, KCNQ1 act inactive, RGS4 act inactive, RGS4 block inactive, GSK3beta inhib -9.4, KCNQ1 inh inactive, PolyA inhibitor inactive, KCNK3 block inactive, DYRK1A inh -0.6 and hERG rescue -9.6.
`COCCCNC(=O)c1cc(C(=O)Cc2ccccc2)c[nH]1` gave KCNK9 block inactive, GSK3A inh -0.6, KCNQ1 act inactive, RGS4 act inactive, RGS4 block inactive, GSK3beta inhib 2.2, KCNQ1 inh inactive, PolyA inhibitor inactive, KCNK3 block inactive, DYRK1A inh -0.9 and hERG rescue -19.3.
`Cc1sc2ncnc(Nc3ccc(O)cc3)c2c1C` gave KCNK9 block inactive, GSK3A inh 0.0, KCNQ1 act inactive, RGS4 act inactive, RGS4 block inactive, GSK3beta inhib -3.3, KCNQ1 inh inactive, PolyA inhibitor inactive, KCNK3 block inactive, DYRK1A inh 7.3 and hERG rescue -13.4.
For O=C(Nc1ccc2c(c1)OCCO2)c1cc(-c2ccccn2)nc2ccc(Br)cc12 the results were KCNK9 block inactive, GSK3A inh -5.6, KCNQ1 act inactive, RGS4 act inactive, RGS4 block inactive, GSK3beta inhib 1.2, KCNQ1 inh inactive, PolyA inhibitor inactive, KCNK3 block inactive, DYRK1A inh -9.1 and hERG rescue -23.7.
C/C=C\C=C\C(=O)N1CC2(CC(c3cccc(NC(=O)CC(c4ccccc4)c4ccccc4)c3)=NO2)C[C@H]1C(N)=O (stereo partly drawn) was read as KCNK9 block inactive, GSK3A inh -4.1, KCNQ1 act inactive, RGS4 act inactive, RGS4 block inactive, GSK3beta inhib 0.3, KCNQ1 inh inactive, PolyA inhibitor inactive, KCNK3 block inactive, DYRK1A inh 0.6 and hERG rescue -18.0.
Screening Cc1ccc(S(=O)(=O)NCC(=O)NCC(=O)OCc2c(F)cccc2Cl)cc1 returned KCNK9 block inactive, GSK3A inh -0.3, KCNQ1 act inactive, RGS4 act inactive, RGS4 block inactive, GSK3beta inhib 2.8, KCNQ1 inh inactive, PolyA inhibitor inactive, KCNK3 block inactive, DYRK1A inh -0.3 and hERG rescue -0.9.
`Cc1ccc(OCc2cc(C(=O)N(C)Cc3cnn(-c4ccccc4C)c3)no2)cn1` gave KCNK9 block inactive, GSK3A inh -0.5, KCNQ1 act inactive, RGS4 act inactive, RGS4 block inactive, GSK3beta inhib 1.0, KCNQ1 inh inactive, PolyA inhibitor inactive, KCNK3 block inactive, DYRK1A inh -3.5 and hERG rescue -12.0.
For C/C(CC(=O)Nc1cccc2c1CCCC2)=N\NC(=O)COc1ccccc1 the results were KCNK9 block inactive, GSK3A inh -2.5, KCNQ1 act inactive, RGS4 act inactive, RGS4 block inactive, GSK3beta inhib -1.2, KCNQ1 inh inactive, PolyA inhibitor inactive, KCNK3 block inactive, DYRK1A inh 0.6 and hERG rescue -7.8.
